Screening results deposited in PubChem by National Center for Advancing Translational Sciences (NCATS).
HttQ103 aggreg = qHTS Multiplex Assay to Identify Dual Action Probes in a Cell Model of Huntington: Aggregate Formation (GFP); AID 1688, 2009; PC12 HttQ103-GFP aggregates, Acumen cytometry, 40 h; Potency, µM (doses to about 46.1 µM), inactives show at the top dose activity change, negative = inhibition, usual class: inhibitors; 220,000 tested, 1.1% active; further: on the % scale 0 is the no-effect control and ±100 the full control effect; nearly all actives have a fitted effect of over 60% in size
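Quantitative HTS on tebufenozide-induced (100 nM) PC12 cells stably expressing polyQ103 Huntingtin exon 1–GFP. Reduction of bright GFP aggregates, detected by laser scanning cytometry after lysis, identified actives across the titration.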
HTT ATP protect = qHTS Multiplex Assay to Identify Dual Action Probes in a Cell Model of Huntington: Cytoprotection (ATP) | PC12 HTT-Q103 induced, cytoprotection, ATP luminescence, 40 h | Potency, µM (series often up to 56.4 µM), for inactives: cytoprotection (ATP increase), hits mostly activators | 230,000 tested, 0.14% active;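 further: % of control where 0% means no effect; nearly all actives have a fitted effect of over 45% in size; toxic huntingtin expression switched on by the ecdysone agonist tebufenozide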
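Readout: ATPlite luminescence (ATP level). Model: stable PC12, inducible Htt exon1 Q103-GFP. Inducer: tebufenozide, 100 nM final. Compounds: dose series. No G418 in medium.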
Tau fluor counter = Counterscreen qHTS for Inhibitors of Tau Fibril Formation, Fluorescence Polarization. AID 1463, 2008. 280,000 tested, 0.93% active. Potency, µM (titrated, usually from 57.7 µM), for the others: at the top dose activity change, negative = decrease. tau K18 P301L Alexa594 fluorescence, heparin fibrillization; further: on the % scale 0 is the no-effect control and ±100 the full control effect; nearly all actives have a fitted effect of over 55% in size
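Human tau K18 P301L (15 uM unlabeled, 0.24 uM Alexa 594-labeled) in 100 mM sodium acetate pH 7 with 20 uM heparin, 6 hr at 37 C. ThT 30 uM added, 1 hr ambient; Alexa 594 FP and total fluorescence read at 555/632 nm.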
Tau ThT inhib = qHTS for Inhibitors of Tau Fibril Formation, Thioflavin T Binding; recombinant tau K18 P301L, heparin-induced fibrillization, ThT fluorescence; Microtubule-associated protein tau (Homo sapiens), P10636; Potency, µM (titrated, usually from 57.4 µM), for inactives: top-dose activity, negative = inhibition, actives largely listed as inhibitors; 270,000 tested, 2.1% active; further: on the % scale 0 is the no-effect control and ±100 the full control effect; nearly all actives have a fitted effect of over 55% in size
Target sequence (P10636 561-689 P618L limits assumed): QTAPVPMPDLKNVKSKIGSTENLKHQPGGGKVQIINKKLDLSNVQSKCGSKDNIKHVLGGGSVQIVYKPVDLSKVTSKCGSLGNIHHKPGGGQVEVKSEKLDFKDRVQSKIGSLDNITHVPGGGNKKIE
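In this qHTS, human K18 P301L tau is incubated with compound and heparin for 6 hr at 37 C, and Thioflavin T fluorescence then reports fibril load.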
Tau fibril FP = qHTS for Inhibitors of Tau Fibril Formation, Fluorescence Polarization; K18 P301L tau heparin fibrillization, Alexa594 FP, 6 h; Potency, µM (series often up to 57.7 µM), inactives show at the top dose activity, negative = inhibition, hits mostly inhibitors; Microtubule-associated protein tau (Homo sapiens), P10636; 280,000 tested, 0.39% active; further: on the % scale 0 is the no-effect control and ±100 the full control effect; nearly all actives have a fitted effect of over 55% in size
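Heparin (20 uM) drove fibril formation of recombinant tau K18 P301L, 15 uM unlabeled with 0.24 uM Alexa 594 label, for 6 hr at 37 C in 100 mM sodium acetate pH 7. Fluorescence polarization (555/632 nm) read 1 hr after 30 uM ThT.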
ALDH1A1 block = qHTS Assay for Inhibitors of Aldehyde Dehydrogenase 1 (ALDH1A1) | Aldehyde dehydrogenase 1A1 (Homo sapiens), P00352 | Purified ALDH1A1, NADH fluorescence, propionaldehyde substrate | Potency, µM (highest dose often 75.3 µM), for the others: at the highest dose activity, negative = inhibition, hits mostly inhibitors | 220,000 tested, 7.3% active | AID 1030, 2008; active means well fitted inhibition curve with a large enough effect, not every such curve was filed as active; inconclusive means small, poorly fitted or top-dose-only effect, or another doubt; inactive means no such curve, though single readings can be large or run the other way;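 further: plate controls were no enzyme wells and a reference inhibitor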
Target sequence (P00352 whole entry, looked up): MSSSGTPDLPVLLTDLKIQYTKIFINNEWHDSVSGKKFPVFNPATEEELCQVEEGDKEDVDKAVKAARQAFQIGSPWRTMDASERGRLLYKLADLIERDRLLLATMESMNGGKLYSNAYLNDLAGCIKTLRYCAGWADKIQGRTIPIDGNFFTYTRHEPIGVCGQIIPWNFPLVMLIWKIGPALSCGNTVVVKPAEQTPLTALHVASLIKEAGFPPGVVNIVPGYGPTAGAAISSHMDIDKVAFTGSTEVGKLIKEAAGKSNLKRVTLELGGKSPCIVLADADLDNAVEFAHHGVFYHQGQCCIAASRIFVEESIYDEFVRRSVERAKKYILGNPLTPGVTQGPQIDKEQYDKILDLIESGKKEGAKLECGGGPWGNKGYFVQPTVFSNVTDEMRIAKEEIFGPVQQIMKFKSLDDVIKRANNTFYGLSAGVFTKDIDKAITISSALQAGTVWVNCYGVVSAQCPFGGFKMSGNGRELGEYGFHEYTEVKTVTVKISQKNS
KDM4E inh = qHTS Assay for Inhibitors of Human Jumonji Domain Containing 2E (JMJD2E); Lysine-specific demethylase 4E (Homo sapiens), B2RXH2; AID 2147, 2009; Potency, µM (series often up to 57.1 µM), inactives show at the highest dose activity change, negative = inhibition, actives largely listed as inhibitors; JMJD2E catalytic domain, FDH-coupled NADH fluorescence (FDH is formaldehyde dehydrogenase); 230,000 tested, 1.6% active; active means well fitted inhibition curve with a large enough effect, not every such curve was filed as active; inconclusive means small, poorly fitted or top-dose-only effect, or another doubt; inactive means no such curve, though single readings can be large or run the other way;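 further: 0% = wells with enzyme and -100% = buffer wells without enzyme; nearly all actives have a fitted effect of over 50% in size; many of its hits are not listed in these tables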
Target sequence (B2RXH2 1-337 limits assumed): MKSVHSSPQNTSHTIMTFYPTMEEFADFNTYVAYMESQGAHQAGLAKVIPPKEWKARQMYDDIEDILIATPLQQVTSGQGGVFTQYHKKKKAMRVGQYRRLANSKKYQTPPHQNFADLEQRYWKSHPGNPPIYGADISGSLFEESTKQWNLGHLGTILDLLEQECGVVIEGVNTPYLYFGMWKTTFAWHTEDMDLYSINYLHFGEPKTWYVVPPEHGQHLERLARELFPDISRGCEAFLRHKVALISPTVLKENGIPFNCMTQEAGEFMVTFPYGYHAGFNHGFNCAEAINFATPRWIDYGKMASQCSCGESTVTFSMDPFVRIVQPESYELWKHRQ
SMN2 splice up = qHTS Assay for Enhancers of SMN2 Splice Variant Expression. AID 1458, 2008. 210,000 tested, 2.8% active. Potency, µM (doses to about 46.1 µM), without a hit: at the top dose activity change, positive = activation, actives largely listed as activators. HEK293 SMN2-luciferase splicing reporter, luminescence, 30-36 h; further: % of control where 0% means no effect; nearly all actives have a fitted effect of over 55% in size
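qHTS luciferase splicing reporter: luminescence rises when SMN2 exon 7 is included in transfected HEK293 cells. Compound exposure lasted 30-36 h at 37C, with 4.5 mM final sodium butyrate as control, followed by a ONE-Glo read.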
* hit, by the source's call; ? = inconclusive; . = not tested or not shown; [ ] = dose if it differs, or a comment. Unless noted, the call rests on the fitted dose curve; in most records, active means well fitted curve in the direction sought with a large enough effect; inconclusive means small, poorly fitted or top-dose-only effect, or another doubt; inactive means no such curve, though single readings can be large; an effect the other way counts as inactive or inconclusive. Potency means the concentration at half of the fitted maximal effect. This is a subset (hit frequency here may not be typical).

Under each structure: HttQ103 aggreg	HTT ATP protect	Tau fluor counter	Tau ThT inhib	Tau fibril FP	ALDH1A1 block	KDM4E inh	SMN2 splice up
[1] O=C(NCCN1CCOCC1)C1CC(=O)N(c2ccc(F)c(Cl)c2)C1 (stereo not given)
 : 13%	-14%[10 µM]	-12%	-12%	-5%	-6%	5%	-2%
[2] Cc1ccc(Sc2ncnc(N)c2[N+](=O)[O-])cc1
 : -3%	22%[10 µM]	-13%	-17%	7%	0%	8%	-14%
[3] CC(=O)c1cn(CCC(C)C)c(=O)[nH]c1=O
 : ?	.	-2%	0%	-5%	14%	7%	10%
[4] CCc1nnc(NC(=O)c2sc3nc4cc(C)ccc4cc3c2N)s1
 : 6%	-8%	?	2µM*	-5%	-1%	-7%	-9%
[5] CCOc1ccc(CCNC(c2nnc(-c3ccccc3)o2)c2ccccc2Cl)cc1OCC (stereo not given)
 : .	.	-11%	-15%	5%	.	.	53%
[6] CCOC(=O)c1nnn(-c2nonc2N)c1CNc1ccccc1
 : -6%	2%	-15%	-13%	0%	-11%	-3%	34%
[7] CCOC(=O)c1c(C)nc2cc(C)cc(C)n12
 : 14%	-28%	3%	-4%	3%	3%	-7%	14%
[8] COc1ccc2occ(CC(=O)Nc3ccc(S(=O)(=O)Nc4nc(C)cc(C)n4)cc3)c2c1
 : .	.	-22%	-11%	-5%	.	.	0%
[9] Cc1cccc(/C(N)=N/OC(=O)CCCN2C(=O)c3ccccc3C2=O)c1
 : 0%	2%	-8%	-3%	2%	0%	4%	5%
[10] Cc1cccc(N=C2Sc3nc4c(C)c(C)ccc4cc3CN2CCN2CCOCC2)c1
 : ?	-66%[inhibitor]	-28%	?	3%	-11%	-3%	-2%
[11] CSCCC(NS(=O)(=O)c1ccc(Cl)cc1)C(=O)O (stereo not given)
 : 22%	-8%	1%	1%	-2%	9%	6%	-11%
[12] COc1ccc(NC(=O)CS(=O)CC(=O)NCc2cccc(C(F)(F)F)c2)cc1 (stereo not given)
 : 18%	-14%	-9%	-8%	4%	0%	4%	-10%
[13] Clc1ccc(N=c2ssnc2Cl)nc1
 : -18%[9.22 µM]	-35%[10 µM]	-9%	-8%	-7%	-3%	-6%	.
[14] Cc1ccccc1C(=O)N(Cc1nc(-c2ccc(Cl)cc2)no1)C(C)C
 : .	.	-12%	-8%	-2%	.	.	-23%
[15] CCN1c2cccc3cccc(c23)S1(=O)=O
 : 16%	7%	-3%	-5%	9%	?	?	24%

Part of the list above, reduced to HTT ATP protect, Tau fluor counter and KDM4E inh.
| item | SMILES | HTT ATP protect | Tau fluor counter | KDM4E inh |
| --- | --- | --- | --- | --- |
| 1 | O=C(NCCN1CCOCC1)C1CC(=O)N(c2ccc(F)c(Cl)c2)C1 (stereo not given) | -14%[10 µM] | -12% | 5% |
| 2 | Cc1ccc(Sc2ncnc(N)c2[N+](=O)[O-])cc1 | 22%[10 µM] | -13% | 8% |
| 3 | CC(=O)c1cn(CCC(C)C)c(=O)[nH]c1=O | . | -2% | 7% |
| 4 | CCc1nnc(NC(=O)c2sc3nc4cc(C)ccc4cc3c2N)s1 | -8% | ? | -7% |
| 5 | CCOc1ccc(CCNC(c2nnc(-c3ccccc3)o2)c2ccccc2Cl)cc1OCC (stereo not given) | . | -11% | . |

Two entries from above, set out differently.
[11] CSCCC(NS(=O)(=O)c1ccc(Cl)cc1)C(=O)O (stereo not given)
[12] COc1ccc(NC(=O)CS(=O)CC(=O)NCc2cccc(C(F)(F)F)c2)cc1 (stereo not given)
assay / compound	11	12
HttQ103 aggreg	22%	18%
HTT ATP protect	-8%	-14%
Tau fluor counter	1%	-9%
Tau ThT inhib	1%	-8%
Tau fibril FP	-2%	4%
ALDH1A1 block	9%	0%
KDM4E inh	6%	4%
SMN2 splice up	-11%	-10%

Remaining list, next part:
Under each structure: HttQ103 aggreg	HTT ATP protect	Tau fluor counter	Tau ThT inhib	Tau fibril FP	ALDH1A1 block	KDM4E inh	SMN2 splice up
[16] COCCCNC(=O)c1c(N)n(-c2ccccc2)c2nc3ccccc3nc12
 : -17%[9.22 µM]	5%[10 µM]	-16%	?	4%	.	?	.
[17] COc1ccc(-c2[nH]c(-c3cccc(OC)c3)nc2SCC(=O)NCc2ccco2)cc1
 : -21%	-1%[10 µM]	14µM*[quencher]	?	?	?	?	-15%
[18] N/C(=N\OC(=O)c1cccc2ccccc12)c1cccc([N+](=O)[O-])c1
 : 3%	-24%	-12%	-8%	-4%	6%	-2%	13%
[19] Cc1csc(SCC(=O)Nc2ccccc2[N+](=O)[O-])n1
 : -3%	-19%	-16%	-15%	-3%	2%	2%	-13%
[20] O=C(NC(=S)Nc1ccc(CN2CCCCC2)cc1)c1cccc(OCc2ccccc2)c1
 : ?	5%[10 µM]	-21%	-5%	7%	?	0%	-63%[inhibitor]
[21] COc1ccc(NC(=O)CC2C(=O)N(C)C(=S)N2CCc2ccccc2F)cc1 (stereo not given)
 : 3%	8%	?	3%	-6%	4µM*	0%	-30%
[22] C/C(=N\N1CCN(c2ccccc2)CC1)c1cccs1
 : 8%[9.22 µM]	-1%[10 µM]	-9%	.	7%	.	-3%	.
[23] COc1ccc(C([O-])=Nc2ccc[n+](-c3nc4ccccc4nc3NS(=O)(=O)c3ccccc3)c2)cc1
 : 16%[9.22 µM]	-4%[10 µM]	-11%	?	6%	?	2%	.
[24] NNC(=O)C1CC1(c1ccccc1)c1ccccc1 (stereo not given)
 : -9%[9.22 µM]	-5%[10 µM]	-14%	-17%	8%	-8%	18%	.
[25] CCOC(=O)N1CCN(CCC(=O)Nc2cc(C)ccc2OC)CC1
 : 1%[9.22 µM]	11%[10 µM]	1%	-2%	-3%	-4%	7%	-12%
[26] O=C(c1ccccc1-n1cccn1)N1CCc2c([nH]c3ccccc23)C1c1ccccn1 (stereo not given)
 : -22%[9.22 µM]	-4%[10 µM]	-11%	?	2%	-13%	-8%	.
[27] CN1N=C(C(F)(F)F)CC1=O
 : -8%	-6%[10 µM]	1%	-6%	1%	4%	-6%	11%
[28] CCc1ccc(C(=O)NNC(=O)CCN2CCN(Cc3ccccc3)CC2)cc1
 : -31%	-2%	-6%	-10%	-6%	9%	-3%	14%
[29] CC(=O)c1c(C)[nH]c(C(=O)COC(=O)CCSc2ccccc2)c1C
 : 4%	8%[10 µM]	-22%	?	5%	?	4%	-13%
[30] CCOC(=O)c1[nH]nc(C(=O)c2ccc(Br)cc2)c1O
 : 11%	4%	-12%	?	-4%	3%	-1%	1%
[31] O=C(NCCc1c[nH]c2ccccc12)C1Cc2ccccc2CN1C(=O)c1ccco1 (stereo not given)
 : -6%	-2%	-5%	-9%	14%	?	4%	-3%
[32] CCOC(=O)C1OC1C(=O)NC(CC(C)C)C(=O)NCCC(C)C (stereo not given)
 : .	-4%	-1%	-6%	2%	1%	.	-11%
[33] COc1ccc(C(CC(=O)Nc2cc(OC)cc(OC)c2)n2cccc2)cc1 (stereo not given)
 : -16%	8%[10 µM]	?	-5%	-17%	3%	7%	-16%[1.84 µM]
[34] CCCCCCCCc1nc(=S)[nH][nH]1
 : -13%	1%[10 µM]	-6%	-8%	-3%	13µM*	0%	-9%
[35] COc1ccc(CCNC(=O)COC(=O)Cc2cccc3ccccc23)cc1
 : 11%	10%[10 µM]	6%	2%	2%	6%	1%	.
[36] COCCN(CCOC)Cc1c(C)[nH]c2c(C)c(C)ccc2c1=O
 : -19%	6%	-3%	-5%	-9%	?	-26%	2%
[37] CCOC(=O)C1CCN(C(=O)CCNC(=O)Cn2ccc3ccccc3c2=O)CC1
 : ?	-17%	-5%	-9%	1%	-6%	?	-12%
[38] O=C(NCc1cccnc1)C(=O)Nc1ccc([N+](=O)[O-])cc1
 : 11%	-1%[10 µM]	4%	-9%	3%	-4%	-8%	-1%
[39] CC(C)(C)S(=O)(=O)/C(C#N)=C/c1sccc1C1OCCO1
 : 1%[9.22 µM]	6%[10 µM]	-11%	-10%	3%	7.9µM*	-14%	.
[40] Cc1cccc(C)c1Nc1oc(-c2ccccc2)nc1-c1ccccc1F
 : .	-47%[inhibitor]	-1%	3%	-2%	?	-5%	29%
[41] CCc1ccc(N2C(=O)CC(N3CCC(C(=O)OC)CC3)C2=O)cc1 (stereo not given)
 : -3%	6%	-3%	3%	0%	?	6%	10%
[42] CC(=O)NNC(=O)c1csc(-c2csc(C)n2)n1
 : 17%[9.22 µM]	14%[10 µM]	-7%	-10%	-3%	1%	-6%	.
[43] CN(Cc1ccon1)C(=O)CC1C(=O)NCCN1CC1CCCCC1 (stereo not given)
 : 9%[9.22 µM]	18%[10 µM]	-6%	0%	-7%	-3%	?	.
[44] O=C(CCn1nnc(-c2cccs2)n1)NCc1ccccc1Cl
 : -1%	-16%	-5%	-5%	0%	-5%	3%	28%
[45] CN(C)S(=O)(=O)N1CCN(c2ccccc2Cl)CC1
 : -15%	-8%	-5%	-6%	-7%	3%	4%	8%
[46] Cc1nnc(C)n1N1C(=O)c2cccc3cccc(c23)C1=O
 : 3%	19%	-1%	5%	-4%	?	?	-5%
[47] CCn1c(Cc2ccccc2)nnc1SCC(=O)Nc1nc(C)c(C)s1
 : -2%	-8%	-5%	-1%	-3%	11%	7%	5%
[48] O=C(O)CCNC(=O)C12CC3CC(CC(C3)C1)C2
 : ?	.	2%	8%	-8%	8%	?	7%
